Bioassay records: PubChem, National Center for Advancing Translational Sciences (NCATS)
PTHR1 agonist: activates the human parathyroid hormone receptor PTHR1; Q03431; HEK293 GP2 PTHR1 cells, GloSensor cAMP luminescence, 1 h; Potency, µM (top dose mostly 115 µM), for the others: at the top dose activation, usual class: activators; 0.075% of 410,000 active; further: potency means the concentration at half of the fitted maximal effect; nearly all actives have a fitted effect of over 55% in size; some results filed as inactive show a strong effect at the top dose; inactives centre near -15; many of its hits are not listed in these tables
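HEK-293-derived GP2 cells expressing PTHR1 and a GloSensor cAMP reporter, 3,000/well, plated overnight, given luciferin plus IBMX (each 0.5 mM as added) for 1 h at 37 °C, then compound for 1 h at 37 °C. Luminescence was read after 15 min at room temperature.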
TDP-43 yeast inh: TDP-43 toxicity inhibition in yeast; TDP-43 expressing yeast growth rescue, BacTiter-Glo, 24 h; Potency, µM (highest dose often 46.1 µM), without a hit: at the highest dose growth rescue (activation), hits mostly activators; 1.8% of 410,000 active; AID 652104; further: potency means the concentration at half of the fitted maximal effect; % of control where 0% means no effect; nearly all actives have a fitted effect of over 50% in size
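In this qHTS, compounds that restore growth of yeast expressing TDP-43 appear as activators. Cells (OD600=0.02, galactose medium, raffinose-pregrown) are incubated with compound 24 hr at 30 deg C and growth is quantified by BacTiter-Glo.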
HEK293 tox: cytotoxicity in counter-screen for GLP-1R inverse agonists. HEK293 cAMP-luciferase reporter cells, luminescence, 24 h. Potency, µM (highest dose often 38.3 µM), without a hit: at the highest dose activity change, negative = inhibition, hits mostly inhibitors. 0.13% of 410,000 active. AID 624418;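 further: loss of luciferase light is scored as toxicity; potency means the concentration at half of the fitted maximal effect; on the % scale 0 is the no-effect control and ±100 the full control effect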
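MLSMR compounds, 24 hr on cells at 37 deg C/5% CO2; luminescence after luciferase reagent (12 min RT). Inhibition counted as the undesired cytotoxic outcome.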
DRD3 agonist: agonists of human D3 dopamine receptor. D3R DiscoveRx beta-arrestin cells, luminescence, 90 min. max activation, %. 0.58% of 410,000 active. AID 652048. P35462; in the data active means max activation above about 30%; further: 0% is about no effect; mostly tested at two doses, the higher about 12 µM
Target sequence (P35462 whole entry, looked up): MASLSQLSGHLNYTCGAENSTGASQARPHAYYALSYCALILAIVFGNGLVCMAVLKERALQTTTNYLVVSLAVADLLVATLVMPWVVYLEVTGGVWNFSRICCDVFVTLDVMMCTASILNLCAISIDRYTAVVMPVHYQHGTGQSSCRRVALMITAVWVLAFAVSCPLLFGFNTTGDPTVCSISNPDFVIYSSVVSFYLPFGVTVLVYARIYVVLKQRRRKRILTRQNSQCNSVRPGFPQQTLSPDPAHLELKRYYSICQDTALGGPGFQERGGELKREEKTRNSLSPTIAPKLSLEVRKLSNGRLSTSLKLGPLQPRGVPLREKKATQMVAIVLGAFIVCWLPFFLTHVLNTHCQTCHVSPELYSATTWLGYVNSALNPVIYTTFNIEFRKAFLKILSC
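Agonist-mode cell screen: cells plated at 1500/well and incubated overnight at 37 °C, then exposed to library compounds for 90 min at 37 °C. Detection reagent was added for 30–60 min at room temperature, and luminescence was read.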
aSyn yeast inh: rescues yeast growth from alpha-synuclein toxicity | Yeast expressing alpha-synuclein, growth rescue, BacTiter-Glo, 24 h | Potency, µM (series often up to 46.1 µM), inactives show at the highest dose growth rescue (activation), usual class: activators | 0.14% of 370,000 active | AID 652106; further: potency means the concentration at half of the fitted maximal effect; % of control where 0% means no effect; nearly all actives have a fitted effect of over 65% in size
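Rescue of yeast growth: cells expressing toxic alpha-synuclein, induced in galactose at OD600 0.02, incubated with compound 24 h at 30 C. ATP luminescence quantified growth; inhibitors of toxicity appear as activators.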
GLP-1R inv ag: inverse agonists of human GLP-1 receptor; Potency, µM (titrated, usually from 38.3 µM), inactives show top-dose activity change, negative = inhibition, usual class: inhibitors; HEK293 GLP-1R CRE-luciferase, luminescence, 24 h; GLP-1R form is constitutively active; 1.6% of 410,000 active; further: potency means the concentration at half of the fitted maximal effect; on the % scale 0 is the no-effect control and ±100 the full control effect; nearly all actives have a fitted effect of over 55% in size
Target sequence (P43220 whole entry, looked up): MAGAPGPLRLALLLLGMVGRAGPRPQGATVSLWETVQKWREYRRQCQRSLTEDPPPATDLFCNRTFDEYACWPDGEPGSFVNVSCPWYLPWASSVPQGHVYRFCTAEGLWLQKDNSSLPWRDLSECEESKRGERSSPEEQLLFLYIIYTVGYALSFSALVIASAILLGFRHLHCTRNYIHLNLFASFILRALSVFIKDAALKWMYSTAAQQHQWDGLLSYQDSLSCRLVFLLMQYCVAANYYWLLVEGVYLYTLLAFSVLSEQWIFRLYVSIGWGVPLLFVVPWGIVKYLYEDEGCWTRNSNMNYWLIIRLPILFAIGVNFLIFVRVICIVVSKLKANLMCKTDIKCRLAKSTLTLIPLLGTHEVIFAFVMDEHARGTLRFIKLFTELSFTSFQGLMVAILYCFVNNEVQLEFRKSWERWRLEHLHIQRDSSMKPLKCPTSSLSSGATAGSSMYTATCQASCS
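Seeding at 200 cells/uL, 12 h culture, 24 hr compound treatment, then luciferase reagent and a luminescence read; cells are HEK293 stably expressing a constitutively active GLP-1R plus cAMP-responsive luciferase.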
GLP-1R agonist: GLP-1 receptor (human) agonism; P43220; HEK293 GLP-1R CRE-luciferase, luminescence, 4-6 h; cells express a hypersensitive GLP-1R form; Potency, µM (doses to about 45.6 µM), without a hit: at the highest dose activation, usual class: activators; 0.007% of 380,000 active; further: potency means the concentration at half of the fitted maximal effect; % of control where 0% means no effect
DRD3 antagonist: antagonists of human D3 dopamine receptor; P35462; max response, negative = inhibition, %; 2.5% of 360,000 active; D3R cells, DiscoveRx beta-arrestin luminescence, antagonist mode; active compounds read low; in the data active means max response below about -50%; inconclusive means no clear call, values can overlap the other calls; further: on the % scale 0 is the no-effect control and ±100 the full control effect; mostly tested at two doses, the higher about 12 µM
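Cells plated overnight at 1500 cells/well, then exposed to library compounds with dopamine controls for 90 minutes at 37 degrees C. DiscoveRx reagent added for 30–60 minutes at room temperature; luminescence read, quantitative HTS format.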
KB-V1 MDR tox: KB-V1 MDR subline cytotoxicity | 3.4% of 400,000 active | Potency, µM (titrated, usually from 46.1 µM), for the others: top-dose activity change, negative = cytotoxicity, most hits filed as cytotoxic | KB-V1 MDR cells viability, CellTiter-Glo, 72 h; further: potency means the concentration at half of the fitted maximal effect; on the % scale 0 is the no-effect control and ±100 the full control effect; nearly all actives have a fitted effect of over 60% in size
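Cells of the MDR subline KB-V1 are plated, dosed with compound at multiple concentrations, and incubated 72 h at 37 degrees C; CellTiter-Glo is then added and luminescence read after 10 min.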
* hit, by the source's call; i = inactive; ? = inconclusive; . = not tested or not shown; [ ] = another dose, or the depositor's remark. Unless noted, the call rests on the fitted dose curve; in most records, active means well fitted curve in the direction sought with a large enough effect; inconclusive means small, poorly fitted or top-dose-only effect, or another doubt; inactive means no such curve, though single readings can be large; an effect the other way counts as inactive or inconclusive. Some of the compounds tested; count on the stated rates, not on these rows.

SMILES	PTHR1 agonist	TDP-43 yeast inh	HEK293 tox	DRD3 agonist	aSyn yeast inh	GLP-1R inv ag	GLP-1R agonist	DRD3 antagonist	KB-V1 MDR tox
CS(=O)(=O)c1ccc(-c2cccc(NC(=O)COc3ccccc3)c2)nn1	-5.2%	-25.9%	-7.1%	-13.5	1.2%	42.3%[activator]	-0.3%	-13.8	?
COc1ccc(CNC(=O)CCS(=O)(=O)Cc2ccc(C)cc2)c(OC)c1	i	-4.8%	2.8%[0.307 µM]	3.6	2.7%	0.5%[0.307 µM]	-6.4%	?	-26.9%
O=C(Cn1cnc2cc([N+](=O)[O-])ccc2c1=O)N(Cc1ccccc1)C1CCS(=O)(=O)C1 (stereo not drawn)	-6.3%	-16.2%	3.9%[0.307 µM]	-8.6	-0.1%	0.7%[0.307 µM]	10.2%	6.6	10.8%
O=C(CNC(=O)c1ccccc1)N/N=C/c1ccccc1Cl	i	-22.5%	1.6%	-4.0	8.3%	6.5%	4.0%	5.3	-8.8%
CCOc1ccccc1CNCCSc1nnnn1C	i	6.1%	-2.1%	-12.1	.	14.1%	0.8%	.	-11.2%
Cc1ccccc1C(=O)Nc1ccc(-c2nc3ccc(C(=O)c4ccccc4)cc3[nH]2)cc1	-12.5%[57.5 µM]	-19.5%	-15.5%	-10.2	-2.8%	?	-32.1%[inhibitor]	-28.5	?
COc1cc2c(cc1/C=C/C(=O)O)OC(C)C2 (stereo not drawn)	-3.7%	?	-1.2%	3.1	0.9%	9.1%	-3.0%	3.2	15.0%
Cc1sc2nc(C(C)(C)C)oc(=O)c2c1C	-19.1%[57.5 µM]	-17.6%	3.2%	14.1	-0.4%	-1.5%	4.1%	2.1	-2.3%
CC(C)COc1ccc(C(=O)Nc2ccccc2[N+](=O)[O-])cc1	?	20.2%	8.9%	-11.7	-6.5%	?	-5.4%	-0.7	-10.6%
NS(=O)(=O)c1cccc(NC(=S)NCc2ccccc2)c1	-6.7%	-11.0%[9.22 µM]	-5.8%	-6.8	6.1%	0.4%	6.5%	-0.4	21.9%
COc1cc(/C=N/NC(=O)c2cnn3c(C)cc(-c4ccccc4)nc23)ccc1O	-15.4%[57.5 µM]	9.0%	-20.7%	47.1*	-10.7%	-12.2%	0.7%	0.0	-19.5%
CCC(=O)N1CCc2cc(S(=O)(=O)NCCc3ccc(S(N)(=O)=O)cc3)ccc21	i	7.3%	0.5%	-2.4	-1.9%	15.1%	5.4%	-1.4	12.6%
COc1cc2c(cc1OC)CN(C(=O)C(CCSC)NS(=O)(=O)c1ccc(C)cc1)CC2 (stereo not drawn)	i	-6.0%	-3.1%	4.1	6.8%	0.7%	17.6%	-3.7	-0.6%
CN(Cc1ccc(F)cc1)C(=O)c1cc(S(=O)(=O)N2CCCCC2)ccc1N1CCOCC1	-11.3%	9.2%	8.1%	-2.9	-2.2%	-7.8%	8.1%	15.9	0.0%
CCN(c1ccccc1)S(=O)(=O)c1ccc(OC)c(NC(=O)C2CC2)c1	?	5.5%	16.9%	3.5	-5.7%[1.84 µM]	-26.0%	-0.5%	-7.6	-10.5%
c1ccc2c(c1)CCN2CCN1CCc2ccccc21	-0.4%	-6.5%	-13.5%	-1.7	-11.6%	-12.8%	5.6%	-9.2	-2.3%
COc1cccc(/C=C/c2nc(C#N)c(NCC(C)C)o2)c1	-15.0%	16.5%	70.1%[activator]	0.1	-1.8%	?	0.2%	-9.2	?
CCc1c(C)nc2c(C)cccc2c1SCCC#N	-14.8%	4.4%	-7.6%	-3.4	5.0%	0.0%	0.3%	-2.4	-6.3%
Cc1ccc(C(=O)Nc2cc(C(F)(F)F)ccc2-n2cncn2)o1	-11.6%	20.9%	-27.9%	1.6	0.1%	14.8%	-6.5%	11.2	0.0%
COc1ccccc1CCNC(=O)C(=O)Nc1cc2c3c(c1)CC(=O)N3CCC2	-41.4%[inhibitor]	18.4%	-4.3%	-0.2	-2.8%	24.5%	14.4%	?	?
CCCCC(=O)N/N=C/c1ccc(-c2ccc([N+](=O)[O-])cc2)o1	-47.6%[inhibitor]	31.5%	11.4%	-4.6	0.3%	-11.5%	15.9%	-15.9	-13.1%
NC(=O)C1CCN(C(c2ccccc2Cl)c2nnnn2Cc2ccc3c(c2)OCO3)CC1 (stereo not drawn)	i	-2.6%	-20.1%	3.5	1.4%	-13.6%	0.2%	-13.1	3.0%
CCc1noc(C)c1C(=O)N1CCN(S(=O)(=O)c2ccc(C)cc2C)CC1	i	9.1%	-1.5%	0.1	0.1%	-15.8%	9.7%	0.0	-7.5%
O=C(CCNC(=O)C1CCN(S(=O)(=O)c2ccc(F)cc2)CC1)NCc1ccccn1	i	14.2%	-2.4%	0.8	-8.4%	13.3%	-4.0%	13.8	15.5%
CCCCOc1ccc(C(=O)N(CC)CC(=O)NCc2cccs2)cc1	-29.2%	10.1%	-19.0%	-6.2	0.6%	?	1.1%	-8.4	?
Cc1ccc(-n2ncc3c(SCC(=O)Nc4cc(C)on4)ncnc32)c(C)c1	i	9.7%[9.22 µM]	4.5%	5.7	6.7%	21.0%	2.8%	2.4	-25.6%
CCCC[C@@H]1CN=C(N)N1CCCC	-10.7%	-3.2%	0.5%	-19.8	0.2%	16.7%	-1.2%	0.0	15.1%
CCn1c(CSc2nc3ccccc3s2)nnc1SCC(=O)c1ccc2c(c1)OCCO2	i	29.7%	-9.5%	-4.1	-5.9%	-20.5%	2.0%	4.5	?
Cc1cccc(CC(=O)Nc2ccc(C(=O)N3CCOCC3)cc2)c1	i	10.2%	10.5%	1.6	1.1%	5.6%	6.6%	?	1.7%
COc1ccc(CCNC(=O)COC(=O)Cc2ccccc2F)cc1	i	-1.7%	-4.8%	-9.5	0.8%	-11.3%	0.2%	-15.0	0.0%
CC(C)NC(=O)N(C)C[C@@H]1Oc2c(NC(=O)C3CCOCC3)cccc2C(=O)N([C@@H](C)CO)C[C@H]1C	3.0%	-7.1%	2.2%	-12.1	-0.6%	9.3%	2.5%	-20.9	-6.3%
CCOC(=O)C1CSC(CC(=O)Nc2ccc(OC(F)(F)F)cc2)C(=O)N1 (stereo not drawn)	i	1.2%	-12.9%	-0.6	1.3%	-15.6%	7.9%	-3.6	15.5%
CCN(Cc1nc2ccccc2c(=O)[nH]1)C(=O)COc1ccccc1-c1ccccc1	-74.0%[inhibitor]	-14.2%	?	1.1	19.4%	11.2µM*	-4.7%	-2.8	?
CCCCN1C(=O)C(CC(=O)NCc2cccs2)CC(C(=O)N2CCOCC2)=C1C (stereo not drawn)	-6.2%	10.2%	5.3%	-2.5	2.8%	10.4%	-2.2%	-5.6	21.1%
Cc1ccnc(NCc2cc(C)ccc2O)c1	-8.1%	13.6%	-1.2%	4.2	-1.8%	-12.4%	1.0%	-8.5	7.0%
Cc1ccc([N+](=O)[O-])cc1N/C=C1\CCCCC1=O	-3.8%	24.1%	-17.8%	0.7	1.1%	34.9%[activator]	8.9%	3.7	-22.5%
O=C(c1ccc(CS(=O)(=O)Cc2ccc(Cl)cc2)o1)N1CCCC1	i	-8.4%	-13.1%	5.0	2.4%	?	-2.0%	6.4	0.0%
COCCOC(=O)/C(=C\c1cc(C(C)(C)C)c(O)c(C(C)(C)C)c1)C(C)=O	-27.3%	?	1.9%	-11.7	-37.8%[inhibitor]	-24.5%	-5.1%	-23.4	-2.5%
COC(=O)COc1ccc(-c2nn(C)c(=O)c3ccccc23)cc1	-18.6%	11.9%	1.8%	1.0	5.0%	39.8%[activator]	6.3%	58.2	1.1%
CC(C)CC1C(=O)N(Cc2cn(CCC3OCCO3)nn2)CCS(=O)(=O)N1Cc1ccc(-c2ccc(Cl)c(Cl)c2)cc1 (stereo not drawn)	-52.7%[inhibitor]	28.0%	-10.9%	0.5	?	?	4.5%	17.7	1.4%
CCCN(C(=O)Cn1cc(S(=O)(=O)N2CCN(c3ccccc3F)CC2)c2ccccc2c1=O)c1cccc(C)c1	-60.6%	13.7%	-2.0%	1.9	.	?	-0.7%	.	1.7%
O=C(C[n+]1cccc2ccccc21)c1ccccc1	i	7.9%	-5.0%	3.2	-13.8%	-0.6%	-0.7%	17.3	8.8%
Cc1cccc(NC(=O)NNC(=O)CCc2ccccc2)c1	11.0%	10.7%	3.3%	2.4	0.7%	?	-4.7%	10.9	4.9%
O=C(c1ccccc1)N1CCCC(C(=O)N2CCCCC2)C1 (stereo not drawn)	-4.6%	15.2%	3.6%	-1.4	5.6%	0.9%	-6.1%	6.4	27.7%
CCN1CCN(C(=S)NC(=O)c2cc(OC)c(OC)c(OC)c2)CC1	i	9.4%	-1.4%	-4.7	16.4%	0.0%	-3.8%	-17.1	0.2%
CCOc1ccccc1OCc1nn2c(COc3ccccc3)nnc2s1	-27.7%	-14.0%	-5.9%	7.3	-19.9%	0.0%	10.7%	13.6	5.0%
COc1cc2c(C#Cc3cccnc3)c(-c3ccsc3)oc(=O)c2cc1OC	-8.1%	15.2%	?	12.8	0.1%	48.6%[activator]	25.0%	93.5	12.2%
